# Compound activity: PubChem BioAssay, several laboratories
# LMPTP inh: LMPTP (human) inhibition; recombinant LMPTP-A, OMFP fluorogenic substrate, fluorescence intensity; inhibition, % at 20 µM; 360,000 tested, 0.22% active;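 active = compounds that cut the enzyme signal by at least half of the control window in the single-dose screen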;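 note: plate controls were DMSO wells with enzyme plus substrate for no effect and substrate without enzyme for full effect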
# Target sequence (P24666 whole entry, looked up): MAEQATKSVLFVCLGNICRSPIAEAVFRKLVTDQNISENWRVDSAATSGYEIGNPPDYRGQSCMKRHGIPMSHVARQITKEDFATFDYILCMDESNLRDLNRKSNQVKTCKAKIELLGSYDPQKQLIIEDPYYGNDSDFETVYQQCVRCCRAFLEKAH
#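 test system = LMPTP-A | amount = 0.625 nM LMPTP-A final | reagent = fluorogenic phosphatase substrate OMFP at 400 µM final | incubation = 50 min at room temperature | benchmarks = no-enzyme low control, uninhibited high control | medium = Bis-Tris pH 6.0, DTT, detergent | signal = fluorescence intensity of OMFP turnover product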
# STEP block: STEP (human) phosphatase inhibition; P54829; recombinant STEP, OMFP fluorogenic substrate, fluorescence; inhibition, % at 20 µM; 360,000 tested, 0.25% active; AID 588621;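 active = inhibition at 20 µM, scaled per plate between control wells, above about 37%, limit read from the data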;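 note: 0% = DMSO with enzyme and substrate and 100% = substrate only without enzyme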
#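 material = STEP tyrosine phosphatase | reagent = fluorogenic phosphatase substrate OMFP at 25 µM final | doses = single compound dose of 20 µM, 1% DMSO final | schedule = 20 min reaction, room temperature, in the dark | measured by = fluorescence, 480/540 nm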
# Scp-1 inhibitor: blocks human Scp-1 phosphatase activity | 340,000 tested, 0.88% active | Recombinant Scp1, phosphopeptide, malachite green phosphate absorbance | inhibition, % at 20 µM | AID 493091;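 active = inhibition above about 50% at 20 µM, limit read from the data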;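 note: plate controls were DMSO wells with enzyme for no effect and wells lacking enzyme for full effect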
#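 Times: enzyme reaction 45 min at room temperature, colour 5 min, stabilisation 30 min. Material: SCP-1 catalytic fragment, aa 76-261. Medium: Acidic Tris acetate buffer with magnesium and detergent. Signal: colorimetric free-phosphate detection, absorbance 630 nm. Read-out basis: % inhibition of SCP-1 phosphate liberation. Reagent: Phosphorylated 17-residue peptide substrate.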
# DNMT1 block: blocks human DNA methyltransferase DNMT1 | inhibition (reported as % activation of signal), % at 10 µM | P26358 | 360,000 tested, 0.83% active | AID 588458 | DNMT1 molecular beacon, Hinp1I cleavage, fluorescence; in the data active = inhibition above about 50%
# NadD block: NadD (S. aureus) enzyme inhibition; inhibition, % at 20 µM; 360,000 tested, 0.78% active; AID 602399; purified NadD enzyme, colorimetric absorbance read-out; in the data active = inhibition above about 26%; note: some compounds past the cut are filed as inactive
# Neddyl block: cullin neddylation inhibition; 360,000 tested, 0.58% active; P61081+Q13564; AID 651699; calls only at 25 µM; TR-FRET cullin neddylation, biochemical; in the data active = inhibition above about 36%
# Target sequence (P61081 whole entry, looked up): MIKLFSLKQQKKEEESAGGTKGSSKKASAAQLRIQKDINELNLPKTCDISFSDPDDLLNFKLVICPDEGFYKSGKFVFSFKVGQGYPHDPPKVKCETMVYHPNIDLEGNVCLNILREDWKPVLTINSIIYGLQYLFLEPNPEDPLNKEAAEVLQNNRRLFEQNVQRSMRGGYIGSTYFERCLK
# Target sequence (Q13564 whole entry, looked up): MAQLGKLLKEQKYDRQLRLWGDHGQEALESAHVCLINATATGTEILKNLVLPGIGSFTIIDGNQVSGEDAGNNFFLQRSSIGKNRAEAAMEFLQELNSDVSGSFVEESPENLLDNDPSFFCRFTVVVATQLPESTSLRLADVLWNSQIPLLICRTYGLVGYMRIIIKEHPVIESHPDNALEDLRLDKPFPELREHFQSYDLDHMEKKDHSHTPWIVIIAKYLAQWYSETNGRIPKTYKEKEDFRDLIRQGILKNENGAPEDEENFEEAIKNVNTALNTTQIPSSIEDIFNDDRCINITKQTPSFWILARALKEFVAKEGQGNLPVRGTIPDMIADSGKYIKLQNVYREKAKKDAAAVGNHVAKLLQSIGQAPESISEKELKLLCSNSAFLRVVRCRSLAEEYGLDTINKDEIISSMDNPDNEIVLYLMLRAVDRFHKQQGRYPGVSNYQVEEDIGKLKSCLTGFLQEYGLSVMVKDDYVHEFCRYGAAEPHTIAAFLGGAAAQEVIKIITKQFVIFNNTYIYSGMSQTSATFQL
# SUMO1 PPI mod: SUMO1-SIM interaction modulation | P63165 | SUMO1 binding to a labelled peptide, TR-FRET, 1 h | inhibition, % at 20 µM | 360,000 tested, 0.33% active | AID 602429; in the data active = inhibition above about 37%
# Target sequence (P63165 whole entry, looked up): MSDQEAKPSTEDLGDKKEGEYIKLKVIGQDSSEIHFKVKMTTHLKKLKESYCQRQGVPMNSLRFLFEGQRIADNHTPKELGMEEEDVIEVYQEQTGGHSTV
# Rpn11 block: Rpn11 (human) deubiquitinase inhibition; calls only at 20 µM; human 26S proteasome, Ub4-pepOG fluorescence polarization; 20S core pre-blocked with epoxomicin; 360,000 tested, 0.59% active; O00487; AID 588493;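 active = inhibition at 20 µM, scaled to each plate's controls, above about 33%, limit read from the data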
# CSN deneddyl inh: CSN deneddylation inhibition. Purified CSN, SCF-Nedd8-OG deneddylation, fluorescence polarization. AID 651999. inhibition, % at 12.5 µM. Q92905. 360,000 tested, 0.38% active;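 active = pattern-corrected inhibition above about 35%, with an unprinted fluorescence ratio check between 0.5 and 1.5, limit read from the data, passing the limit was not always enough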;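 note: 0% = enzyme with substrate and 100% = substrate without enzyme; some results filed as inactive read as strong as hits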
#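 assay system = purified human Csn5 enzyme expressed in HEK293T cells | amount = 0.24 nM enzyme | buffer or medium = Tris/NaCl/DTT buffer, pH 7.5 | reagent = 10 nM SCFSkp2-Nedd8OG | compound = one concentration, 12.5 µM, 0.25% DMSO | times = 90 min reaction at room temperature | signal = FP | read-out basis = % inhibition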
# Rin1 Abl inh: human Rin1-Abl interaction inhibition; TR-FRET Rin1/Abl binding, biochemical; inhibition, % at 7.35 µM; 360,000 tested, 0.4% active; in the data active = inhibition above about 5%, passing the limit was not always enough
# * marks the source's active call; other numbers are inactive results; i = inactive; · = no result given; + = active, no number.
nr	Compound	NadD block	DNMT1 block	SUMO1 PPI mod	Neddyl block	STEP block	Rin1 Abl inh	Rpn11 block	LMPTP inh	Scp-1 inhibitor	CSN deneddyl inh
1	O=C(O)c1cc2nc(-c3cccs3)cc(C(F)(F)F)n2n1	-1	1	2	i	0	3	i	0.0	3	1
2	Nc1nnc(SCC(=O)Nc2cc(S(=O)(=O)N3CCOCC3)ccc2Cl)s1	-7	-6	3	i	2	3	i	-1.4	-6	-3
3	CCN(CC)C1CCN(C(=O)c2ccc3nc(Cc4ccc(OC)cc4)oc3c2)C1 (configuration not stated)	-10	1	-2	i	-3	4	i	-1.1	-2	5
4	CCOC(=O)[C@]12CCCC=C1N(Cc1cccc3ccccc13)C(=O)[C@H](CC(=O)NCc1ccc(OC)c(OC)c1)C2	-4	·	6	i	·	·	·	0.4	·	-3
5	CC(NC(=O)c1ccc(F)cc1)C(=O)NC1=NCCS1 (configuration not stated)	1	4	0	i	2	1	i	0.7	4	-4
6	CC(C)C(NC(=O)C12CC3CC(CC(C3)C1)C2)C(=O)O (configuration not stated)	1	5	-1	i	19	5	i	-0.4	-5	-3
7	Cc1nnc(NS(=O)(=O)c2ccc(N=Nc3ccc(N)nc3N)cc2)s1	3	4	-10	i	5	-1	i	18	67*	7
8	Cc1cc(Nc2ccc(C)c(Cl)c2)nc(N2CCOCC2)n1	-10	-3	4	i	0	1	i	7.9	-1	3

# Part of the list above in order of formula weight, smallest number first:
nr	Compound	NadD block	DNMT1 block	SUMO1 PPI mod	Neddyl block	STEP block	Rin1 Abl inh	Rpn11 block	LMPTP inh	Scp-1 inhibitor	CSN deneddyl inh
1	O=C(O)c1cc2nc(-c3cccs3)cc(C(F)(F)F)n2n1	-1	1	2	i	0	3	i	0.0	3	1
8	Cc1cc(Nc2ccc(C)c(Cl)c2)nc(N2CCOCC2)n1	-10	-3	4	i	0	1	i	7.9	-1	3
7	Cc1nnc(NS(=O)(=O)c2ccc(N=Nc3ccc(N)nc3N)cc2)s1	3	4	-10	i	5	-1	i	18	67*	7
3	CCN(CC)C1CCN(C(=O)c2ccc3nc(Cc4ccc(OC)cc4)oc3c2)C1 (configuration not stated)	-10	1	-2	i	-3	4	i	-1.1	-2	5

# (continued)
nr	Compound	NadD block	DNMT1 block	SUMO1 PPI mod	Neddyl block	STEP block	Rin1 Abl inh	Rpn11 block	LMPTP inh	Scp-1 inhibitor	CSN deneddyl inh
9	O=C(Nc1cccnc1)c1ccc(COc2cc(Cl)ccc2Cl)o1	-8	-6	1	i	-2	3	i	-0.3	6	-10
10	Oc1ccc(/C=N/N(Cc2ccccc2)c2ccccc2)c(O)c1O	19	-6	0	i	4	8	i	11	1	4
11	Cc1ccccc1NC(=O)Cc1nc(-c2ccc3ccccc3c2)cs1	2	-11	-2	i	-1	1	i	-0.1	-3	-12
12	O=C(NC12CC3CC(CC(C3)C1)C2)c1ccccc1O	-3	-2	3	i	2	-1	i	1.1	-13	-3
13	O=C(C[n+]1ccc(C(=O)N/N=C/c2ccc(Br)cc2)cc1)c1ccccc1	-1	-5	-20	i	-2	-5	i	-0.5	-8	-4
14	Cc1ccc(NC(=S)N2CCc3[nH]c4ccccc4c3C2)cc1	-8	-7	3	i	21	0	i	2.6	-9	0
15	CNc1nc(NC)nc(NNC(=O)c2ccccc2)n1	-2	3	-8	i	-3	1	i	-0.8	0	0
16	Cc1ccc(S(=O)(=O)Nc2ccc(F)c(S(=O)(=O)N3CCOCC3)c2)cc1	-2	-2	-1	i	-1	3	i	1.2	3	1
17	CCCCNC(=O)c1cn(CC(C)C)c(=O)c2c1c1ccccc1n2C	-7	-1	2	i	-2	2	i	-1.0	-19	-6
18	COc1ccc(NC(=O)CCOc2ccc(C)cc2)cc1S(=O)(=O)N1CCCCC1	-3	1	-1	i	-1	2	i	2.1	1	-1
19	CCCCCCn1c(=O)n2n(c1=O)[C@@H]1CN(S(=O)(=O)c3ccc(C)cc3)C[C@]1(O)[C@@H](OC(=O)NCc1ccc(OC)c(OC)c1)C2	-4	9	-1	i	1	-1	i	3.4	·	1
20	O=C1c2ccccc2C(=O)N1CCCc1cn(C[C@H]2CC[C@@H]([C@@H]3CC[C@H](Cn4cc(CCCN5C(=O)c6ccccc6C5=O)nn4)O3)O2)nn1	-6	1	-10	i	-2	0	i	-0.7	2	-3
21	COc1ccc(C(C)C)cc1S(=O)(=O)NCC1CCCO1 (configuration not stated)	5	1	5	i	-1	-3	i	-1.9	-2	-2
22	COc1ccc(C(=O)NC2CCN(S(=O)(=O)Cc3ccccc3)CC2)c(OC)c1	-5	4	-5	i	1	-1	i	1.9	5	4
23	COCCN(C(=O)COC(=O)CCCOc1ccccc1)c1c(N)n(Cc2ccccc2)c(=O)[nH]c1=O	4	0	10	i	0	7	i	-1.0	0	-5
24	CCCCn1c(N)c(N(CCOC)C(=O)COC(=O)COc2cc(C)ccc2Cl)c(=O)[nH]c1=O	8	4	-4	i	2	-2	i	-1.0	-6	-3
25	Cc1cc(C)n(-c2ccc(F)cc2)c(=O)c1C#N	-2	0	4	i	0	-2	i	-1.0	-3	-1
26	COc1ccc(-c2c(-c3ccc(OC)nc3)c3ccccc3n2C)cc1	18	-5	-11	i	4	-1	i	3.9	8	2
27	CCOc1ccc(CCNC(=O)CN2C(=O)NC3(CCCCC3C)C2=O)cc1OCC (configuration not stated)	-4	-1	5	i	-4	-2	i	0.3	-3	0
28	O=C(CSc1nc2ccccc2nc1SCC(=O)N1CCCCC1)N1CCCCC1	7	0	-13	i	2	-5	i	0.8	1	-4
29	Cc1cccc(C)c1NC(=O)C(c1ccccc1)N1CCC1=O (configuration not stated)	-4	1	1	i	5	3	i	-1.9	-6	2
30	Cc1ccc(NC(=O)C2CC(Cl)=CCC2C(=O)O)c([N+](=O)[O-])c1 (configuration not stated)	-10	0	-19	i	-2	-1	i	1.1	-5	-1
31	CN(C)N1C(N)=C(C#N)C(c2ccccc2F)C2=C1CC(C)(C)CC2=O (configuration not stated)	0	4	-3	i	0	2	i	0.0	-1	1
32	CCOC(=O)c1c(NC(=O)CN2CCCCC2)sc(CN(C)C)c1-c1ccccc1	-6	0	1	i	-3	0	i	-0.1	-1	-5
33	COc1ccccc1C(=O)Nc1ccc(-c2nnn(CC(=O)N3CCOCC3)n2)cc1	2	1	2	i	-3	-2	i	-6.1	5	3
34	CNS(=O)(=O)c1cc(C(=O)O)ccc1OC	-6	2	3	i	2	4	i	-1.1	-3	-5
35	COc1ccc(COC(=O)NC2CCN(S(=O)(=O)c3ccc(OC)cc3)CC2)cc1	-4	0	0	i	-1	0	i	-0.1	-5	-5
36	COc1ccccc1N1CCN(C(=O)c2ccc(-c3nc4ccccc4s3)o2)CC1	-3	-2	-20	i	1	-2	i	2.6	0	2
37	COc1nc(-c2ccccc2)ccc1-c1noc(-c2ccco2)n1	8	-9	5	i	2	-4	i	2.4	99*	2
38	COC(=O)[C@@H]1C[C@H]2CC[C@H](O)C[C@H]2N1Cc1ccccc1OC(=O)c1cccs1	6	-11	5	i	-2	-4	i	0.7	-1	0
39	Cc1ccc2occ(/C=N/NC(=O)c3ccccc3Br)c(=O)c2c1	-4	12	-12	i	1	-3	i	-1.1	-5	4
40	O=C1N/C(=C\c2ccc(N3CCOCC3)c(F)c2)C(=O)N1Cc1ccccc1	-4	19	11	i	-1	-2	i	1.5	-1	-2
41	CC(=O)c1ccc2c(c1)c(C#N)c1ccccc1[n+]2[O-]	-3	1	-28	+	-21	-1	i	-1.7	6	-42
42	Cc1ccc(NC(=O)CSCc2ccc(F)cc2)cc1	-2	-1	3	i	18	0	i	-0.2	-14	-3
43	O=C(NCc1ccccc1)C(c1ccccc1)N(C(=O)c1csnn1)c1ccc(F)cc1 (configuration not stated)	3	0	7	i	1	1	i	-0.1	-7	-1
44	CC(C)(C)C1CCc2onc(C(=O)O)c2C1 (configuration not stated)	4	3	1	i	-2	0	i	-1.8	-2	-7
45	CC(C)C(=O)Nc1cccc(NC(=O)c2cccc([N+](=O)[O-])c2)c1	8	1	-7	i	0	-1	i	-2.1	-7	1
46	Cc1cc(=O)oc2cc(OCC(O)Cn3ccnc3)ccc12 (configuration not stated)	-3	4	-1	+	-2	-1	i	2.4	6	-6
47	CN(CC(O)COC(c1ccccc1)c1ccccc1)C1CCCCC1 (configuration not stated)	-4	-3	1	i	-1	6	i	-0.3	-1	-3
48	CN(C(=O)COc1cc(=O)n(C)c2ccccc12)c1ccc(Br)cc1	-2	0	4	i	-1	-2	i	-1.3	-8	-1
49	Cc1cc(C(=O)CN2C(=O)C(=O)N(C)C2=O)c(C)n1-c1cccc(S(=O)(=O)N2CCOCC2)c1	1	-9	-2	i	1	-3	i	2.9	-12	-3
50	COc1ccc(CCNC(=O)CSc2nnnn2-c2ccc(OC)c(OC)c2)cc1OC	-3	0	1	i	0	0	i	-1.0	-8	9
51	Cc1ccc2nc(SCC(=O)Nc3cccc(S(N)(=O)=O)c3)[nH]c2c1	-9	0	-3	i	1	-1	i	-0.6	-13	0
52	COc1cccc(NC(=O)c2cc(-c3cccnc3)nc3c(Cl)cccc23)c1	5	-2	0	i	-2	1	i	0.4	9	-1
53	CC(C)C(NS(=O)(=O)c1ccccc1F)C(=O)OCC(=O)NCc1ccco1 (configuration not stated)	1	0	5	i	-1	0	i	-0.1	-2	2
54	O=C(CCCN=C1NS(=O)(=O)c2ccccc21)OCc1ccccc1	-3	0	10	i	-3	-2	i	0.0	-4	2
55	COc1ccccc1NC(=O)Cn1nnc2sc3c(c2c1=O)CC(C)(C)OC3	-5	5	-18	i	-2	-3	i	0.3	-11	-4
56	COCCNC(=O)c1cccc(S(=O)(=O)N2CC3(C)CC2CC(C)(C)C3)c1 (configuration not stated)	-3	2	2	i	1	3	i	-0.4	-2	3
57	CC1CCCCC1NC(=O)CSc1nnc(C(F)(F)F)n1C (configuration not stated)	1	2	0	i	-4	-3	i	-1.5	·	-3
58	Cc1ccc(S(=O)(=O)N2CCCC2C(=O)O)s1 (configuration not stated)	-3	5	-1	i	1	2	i	-1.9	1	2
59	CCOc1ccc(CCN2C(=O)C3C4C=CC(C4)C3C2=O)cc1OCC (configuration not stated)	0	4	3	i	-2	-2	i	-1.2	2	-5
60	CN(CCc1ccccc1)C(=O)c1ccc(NC(=O)Cc2ccc(NC(=O)C3CCCN(S(=O)(=O)c4cccc([N+](=O)[O-])c4)C3)cc2)cc1 (configuration not stated)	21	-10	-7	i	-1	0	i	1.2	-20	-4
61	Cc1ccc(CNS(=O)(=O)c2ccc(F)c(F)c2)n1C	4	-1	0	i	-1	1	i	-1.3	1	-2
